SUMO1 PPI mod = SUMO1-SIM interaction modulation; inhibition, % at 20 µM; AID 602429; SUMO1 binding to a labelled peptide, TR-FRET, 1 h; 360,000 compounds, 0.33% hits; P63165; in the data active = inhibition above about 37%
Target sequence (P63165 whole entry, looked up): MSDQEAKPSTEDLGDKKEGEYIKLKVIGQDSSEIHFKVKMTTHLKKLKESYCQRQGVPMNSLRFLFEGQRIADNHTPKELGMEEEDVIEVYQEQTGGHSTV
bovine MsrA act = activators of bovine methionine sulfoxide reductase A; activation, % at 10.6 µM; 360,000 compounds, 0.3% hits; purified bovine MsrA, absorbance read-out; AID 602163; in the data active = activation above about 7.5%;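 note: 0% = vehicle and 100% = reference activator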
Scp1 inh = Scp-1 (human) phosphatase inhibition | inhibition, % at 20 µM | 340,000 compounds, 0.88% hits | AID 493091 | Q9GZU7 | Recombinant Scp1, phosphopeptide, malachite green phosphate absorbance;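 active = inhibition above about 50% at 20 µM, limit read from the data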;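 note: plate controls were DMSO wells with enzyme for no effect and wells lacking enzyme for full effect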
Target sequence (Q9GZU7 76-261 limits assumed): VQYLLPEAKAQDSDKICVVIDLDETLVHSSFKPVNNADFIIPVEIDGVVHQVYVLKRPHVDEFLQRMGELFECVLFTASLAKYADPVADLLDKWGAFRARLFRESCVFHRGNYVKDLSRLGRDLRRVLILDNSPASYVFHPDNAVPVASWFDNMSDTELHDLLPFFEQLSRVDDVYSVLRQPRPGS
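Material: truncated SCP-1 phosphatase (76-261aa) / Buffer or medium: 50 mM Tris acetate pH 5.5, 0.005% Tween-20, 10 mM MgCl2 / Compound dosing: one concentration, 20 µM, with 1.0% DMSO / Incubation: 45 min room-temperature reaction, 5 min colour, 30 min stabiliser / Detection: colorimetric free-phosphate detection, absorbance 630 nm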
eLon inh = E. coli protease La inhibition; purified E. coli Lon protease, fluorescence polarization; inhibition, % at 7.94 µM; 360,000 compounds, 0.42% hits; AID 602123; in the data active = inhibition above about 13%, passing the limit was not always enough;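 note: 0% = enzyme with probe and DMSO and 100% = no enzyme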
LMPTP block = blocks human LMPTP phosphatase | P24666 | recombinant LMPTP-A, OMFP fluorogenic substrate, fluorescence intensity | inhibition, % at 20 µM | 360,000 compounds, 0.22% hits | AID 651560;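 active = compounds that cut the enzyme signal by at least half of the control window in the single-dose screen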;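 note: plate controls were DMSO wells with enzyme plus substrate for no effect and substrate without enzyme for full effect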
Target sequence (P24666 whole entry, looked up): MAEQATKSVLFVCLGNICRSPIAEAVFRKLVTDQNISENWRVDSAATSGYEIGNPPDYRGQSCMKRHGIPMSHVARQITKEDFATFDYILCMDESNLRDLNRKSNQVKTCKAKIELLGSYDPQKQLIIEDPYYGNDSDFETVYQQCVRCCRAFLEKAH
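Test system – LMPTP-A phosphatase enzyme · Quantity – 0.625 nM LMPTP-A final · Reagent – OMFP substrate, 400 µM final · Dosing – one test concentration per compound, 20 µM, with 3% DMSO overall · Timing – 50 min enzyme reaction at room temperature, protected from light · Detection – fluorescence intensity · Controls – substrate-only low control, DMSO enzyme-plus-substrate high control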
MsrA inh = inhibits bovine methionine sulfoxide reductase A | purified bovine MsrA, absorbance read-out | inhibition, % at 15.5 µM | 360,000 compounds, 0.75% hits | AID 651718; in the data active = inhibition above about 4.5%;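 note: 0% = vehicle wells with enzyme and 100% = reference inhibitor wells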
STEP block = blocks human striatal-enriched tyrosine phosphatase. recombinant STEP, OMFP fluorogenic substrate, fluorescence. inhibition, % at 20 µM. 360,000 compounds, 0.25% hits. P54829;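 active = inhibition at 20 µM, scaled per plate between control wells, above about 37%, limit read from the data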;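 note: 0% = DMSO with enzyme and substrate and 100% = substrate only without enzyme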
Target sequence (P54829 whole entry, looked up): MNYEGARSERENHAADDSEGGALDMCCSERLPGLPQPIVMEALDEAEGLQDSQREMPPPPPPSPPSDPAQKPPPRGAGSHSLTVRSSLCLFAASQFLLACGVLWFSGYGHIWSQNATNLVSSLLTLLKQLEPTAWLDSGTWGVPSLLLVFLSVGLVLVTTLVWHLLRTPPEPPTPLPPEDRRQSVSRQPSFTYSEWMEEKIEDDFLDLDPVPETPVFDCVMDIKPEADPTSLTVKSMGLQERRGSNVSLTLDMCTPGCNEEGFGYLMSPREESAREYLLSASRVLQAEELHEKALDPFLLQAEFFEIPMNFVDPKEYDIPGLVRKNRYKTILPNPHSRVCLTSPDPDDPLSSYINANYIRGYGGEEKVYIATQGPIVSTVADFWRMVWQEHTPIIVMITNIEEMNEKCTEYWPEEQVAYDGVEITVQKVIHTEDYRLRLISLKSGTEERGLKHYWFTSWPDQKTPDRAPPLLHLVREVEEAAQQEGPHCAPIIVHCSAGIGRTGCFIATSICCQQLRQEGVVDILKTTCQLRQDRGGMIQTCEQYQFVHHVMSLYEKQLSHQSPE
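medium = Bis-Tris buffer pH 6.0, 2.5 mM DTT, 0.005% Tween 20 | test system = STEP (striatal-enriched tyrosine phosphatase) enzyme, cell-free | measure = normalized % inhibition | compound dosing = 20 µM, 1% DMSO | also added = 25 µM OMFP | schedule = reaction 20 min, ambient temperature | measured by = fluorescence read at 480 nm ex / 540 nm em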
TbMetRS inhib = blocks T. brucei methionyl-tRNA synthetase activity; AID 624268; inhibition, % at 11.9 µM; purified T. brucei MetRS, ATP depletion, Kinase-Glo luminescence; 360,000 compounds, 0.4% hits;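 active = inhibition above a per-plate cutoff of the control wells' mean inhibition plus 3 SD, cut at about 5.5% in these data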;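 note: 0% = DMSO wells median and 100% = median of wells with control inhibitor compound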
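Measured by: Kinase-Glo luciferase luminescence reporting remaining unconsumed ATP. Material: purified T. brucei MetRS enzyme. Doses: 11.9 µM compound single dose, 0.9% DMSO. Medium: HEPES buffer containing pyrophosphatase, BSA, spermine, DTT. Times: 15 min preincubation, 2 h reaction, all 25 °C. Reagent: methionine, ATP and bulk E. coli tRNA.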
DNMT1 inh = DNMT1 (human) enzyme inhibition; DNMT1 molecular beacon, Hinp1I cleavage, fluorescence; inhibition (reported as % activation of signal), % at 10 µM; 360,000 compounds, 0.83% hits; in the data active = inhibition above about 50%
NRP1-CendR mod = alters CendR peptide binding to human NRP-1 | O14786 | FAM-RPARPAR peptide binding to NRP-1, fluorescence polarization | inhibition, % at 25 µM | 360,000 compounds, 0.85% hits | AID 602438;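 active = inhibition or corrected inhibition above about 18%, plus a signal ratio from 0.5 to 1.5, limit read from the data, passing the limit was not always enough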; note: strong numbers were not always called active
* marks the source's active call; other numbers are inactive results; / = not tested or not shown.

Order of results – SUMO1 PPI mod, bovine MsrA act, Scp1 inh, eLon inh, LMPTP block, MsrA inh, STEP block, TbMetRS inhib, DNMT1 inh, NRP1-CendR mod
COc1ccc(N2CCN(CC(=O)Nc3ccc(SC(F)F)cc3)CC2)cc1
 : 4, -3, 0, 4, 0.4, -0.3, -2, -0.3, -2, 20
C=CCSC1=C(C#N)C(c2ccc(C(C)C)cc2)CC(=O)N1 (stereo not drawn)
 : -4, -2, -15, -5, 1.0, -0.5, -1, -0.3, -1, 14
Cc1cc(-c2ccc(/C=N/n3cnnc3)o2)c([N+](=O)[O-])cc1C
 : -19, -3, -8, -8, 1.8, 4.1, 8, 0.4, -18, -5
CCOC(=O)C1CCCN(C(=O)c2cc(Cl)ccc2NC(=O)C2=C(C)OCCS2)C1 (stereo not drawn)
 : 6, -6, 16, 4, -1.3, 1.1, 1, -0.3, 1, -1
Cc1noc(NS(=O)(=O)c2ccc(NC(=O)C34CCC(CC3)C4)cc2)c1C
 : 1, 7.8*, -4, -6, -1.0, -0.1, -3, -0.5, -2, 3
Cc1c(C(=O)NCCC2=CCCCC2)oc2ccc(S(=O)(=O)N3CCOCC3)cc12
 : 1, 0, -11, 0, 3.4, 1.6, 4, -0.4, -6, 3
Cc1ccc(Nc2ccccc2N)cc1
 : -13, -2, 2, -70, 1.8, -0.4, -1, 2.7, -5, -78
CN1/C(=c2/s/c(=C3/C(=O)N(c4ccccc4)NC3=Nc3ccccc3)n(C)c2=O)C(C)(C)c2ccccc21
 : -66, 0, 12, -167, 9.5, 0.7, 9, 0.2, -11, -215
COCCCN1C(=O)C(=O)/C(=C(/O)c2ccccc2)C1c1ccc2c(c1)OCO2 (stereo not drawn)
 : -2, -2, -9, 4, -1.2, 1.6, -2, -0.6, -2, 8
COc1ccccc1C(c1nnnn1Cc1ccccc1)N1CCC(C(N)=O)CC1 (stereo not drawn)
 : 0, -10, 3, -7, -3.1, -0.7, 0, -1.5, 1, 19
Cc1cccc(Nc2nc(-c3ccccc3)c(C(=O)Nc3cccnc3)s2)c1
 : -5, -4, -1, 15, 4.1, 2.0, -1, -0.1, -8, -2
CC(C)OCCCNC(=O)C(NC(=O)c1ccc(Cl)cc1)C(C)C (stereo not drawn)
 : 2, -2, -9, 2, 0.7, 0.1, 3, -0.8, 1, 7
CCOc1cccc(/C(O)=C2/C(=O)C(=O)N(CCOC)C2c2ccc(C)o2)c1 (stereo not drawn)
 : -6, -5, -6, -2, 1.1, 2.2, -3, 0.1, -9, -1
Cc1nnc(SCC(=O)N2CCCCC2)s1
 : -2, -5, -4, -2, -1.4, -0.8, 1, -0.8, 1, -13
CN(C)/C=C/C(=O)c1ccc(Cl)s1
 : -7, -2, -12, -3, -2.2, 1.7, -2, -0.4, 0, -2
Cc1ccccc1-n1ncc2c1CC(C)(C)CC2NC(=O)CCN1Cc2ccccc2C1=O (stereo not drawn)
 : 1, 1, -3, -2, -0.2, -0.5, -1, 0.4, -3, 18
CCCCOc1ccc(-c2nnc(N)s2)cc1
 : -2, 0, -5, -7, -0.4, 0.1, -1, -0.3, -3, -17
CCCCNC(=O)N(O)C1N(CCCC)C(=O)N(CC(=O)OC)C1(C)C (stereo not drawn)
 : -3, 0, -3, 0, -0.9, 0.6, -1, -0.8, 1, -1
O=c1[nH]c2nc(Br)[nH]c(=O)c2[nH]1
 : 4, -6, -2, -13, -1.4, 0.8, -2, -0.3, 9, 4
CCN1CCN(c2cc3c(nn2)Oc2ccccc2N3C)CC1
 : 3, -2, -7, 1, 2.1, 2.1, 4, -0.3, 0, -5

4 of the compounds above, with each value named.
Structure: Cc1ccccc1-n1ncc2c1CC(C)(C)CC2NC(=O)CCN1Cc2ccccc2C1=O (stereo not drawn)
  SUMO1 PPI mod = 1 | bovine MsrA act = 1 | Scp1 inh = -3 | eLon inh = -2 | LMPTP block = -0.2 | MsrA inh = -0.5 | STEP block = -1 | TbMetRS inhib = 0.4 | DNMT1 inh = -3 | NRP1-CendR mod = 18

Structure: CCN1CCN(c2cc3c(nn2)Oc2ccccc2N3C)CC1
  SUMO1 PPI mod = 3 | bovine MsrA act = -2 | Scp1 inh = -7 | eLon inh = 1 | LMPTP block = 2.1 | MsrA inh = 2.1 | STEP block = 4 | TbMetRS inhib = -0.3 | DNMT1 inh = 0 | NRP1-CendR mod = -5

Structure: COc1ccc(N2CCN(CC(=O)Nc3ccc(SC(F)F)cc3)CC2)cc1
  SUMO1 PPI mod = 4 | bovine MsrA act = -3 | Scp1 inh = 0 | eLon inh = 4 | LMPTP block = 0.4 | MsrA inh = -0.3 | STEP block = -2 | TbMetRS inhib = -0.3 | DNMT1 inh = -2 | NRP1-CendR mod = 20

Structure: Cc1cccc(Nc2nc(-c3ccccc3)c(C(=O)Nc3cccnc3)s2)c1
  SUMO1 PPI mod = -5 | bovine MsrA act = -4 | Scp1 inh = -1 | eLon inh = 15 | LMPTP block = 4.1 | MsrA inh = 2.0 | STEP block = -1 | TbMetRS inhib = -0.1 | DNMT1 inh = -8 | NRP1-CendR mod = -2

(listing goes on)
Order of results – SUMO1 PPI mod, bovine MsrA act, Scp1 inh, eLon inh, LMPTP block, MsrA inh, STEP block, TbMetRS inhib, DNMT1 inh, NRP1-CendR mod
CCCCc1c(C)[nH]c2nc3ccccc3n2c1=O
 : 2, 0, -7, 0, 0.7, -0.6, 2, -0.7, 1, 10
c1ccc(-c2csc3ncn4nnnc4c23)cc1
 : -3, -6, -5, -8, 0.1, 1.1, -2, 0.6, 4, 4
O=C(c1ccc(Cl)c(S(=O)(=O)N2CCOCC2)c1)N1CCCC1
 : -4, -3, -7, 10, -0.3, -0.4, 6, -0.3, -1, 3
CC[C@]12c3[nH]c4ccc(OC)cc4c3CCN1C(=O)C(CC(=O)NCCCOC)C[C@@H]2C(=O)N1CCN(C(=O)C2CC2)CC1 (stereo partly drawn)
 : 4, 0, 1, -13, -2.1, -0.9, -1, -0.6, 3, 2
O=C(CCN1C(=O)c2ccccc2C1=O)N1CCN(C2c3ccccc3-c3ccccc32)CC1
 : -4, -3, -5, -6, 0.4, 0.3, 2, -0.1, -3, -13
O=C(CNS(=O)(=O)c1cccc(Br)c1)NCCCc1ccccc1
 : -2, -3, -5, 3, -0.4, 0.8, -2, 0.1, -1, -2
COc1ccc(NC(=O)NC2(C(=O)N3CCCCC3)CCCCC2)cc1
 : 5, 0, -6, 5, -0.9, -0.4, 0, -0.5, 4, 5
O=C(NCc1cccnc1)C(=O)NCC1OCCN1S(=O)(=O)c1ccc(F)cc1 (stereo not drawn)
 : 6, 8.4*, -1, -11, 0.7, -0.8, 1, -0.1, 2, -7
CCCCCc1cc(=O)oc2c(C(CCN3CCCC(C)C3)c3ccc(OC)cc3)c(OC)cc(OC)c12 (stereo not drawn)
 : -33, -2, 5, -2, 3.8, -0.6, -2, -0.4, 2, 5
O=C(O)C1Cc2ccccc2CN1C(=O)COc1ccc(Cl)cc1 (stereo not drawn)
 : 25, -4, 17, -1, 0.7, 0.2, 0, -0.4, 5, -4
Cc1ccc(N(C(=O)Cn2nnc3ccccc32)C(C(=O)NCc2ccco2)c2ccc(C)o2)cc1 (stereo not drawn)
 : -1, -1, 5, -14, -1.5, 0.8, -2, -0.6, 0, 4
COc1cc(OC)cc(C(=O)NNC(=O)c2ccc3ccccc3n2)c1
 : 7, -3, 7, 2, 0.8, 0.9, 0, -0.4, 3, 0
O=C(COc1ccccc1)Nc1cc2c3c(c1)CC(=O)N3CCC2
 : 3, -2, -2, -3, 1.3, -0.8, -6, -0.2, -4, -11
COCOc1cccc(CN2CCC2(C)C(=O)NCCNC(C)=O)c1 (stereo not drawn)
 : -1, -1, /, -1, -0.5, -1.0, 0, -0.2, 3, -2
CC(C)(C)c1ccc(/C=C(\C#N)C(=O)NCCN2CCOCC2)cc1
 : -12, -3, -4, -3, -2.5, -0.7, -1, 0.1, -3, -2
O=C(c1ccncc1)N1CCN(c2ccc(F)cc2)CC1
 : 1, -2, -8, -6, -1.0, -1.1, 4, -0.2, 2, -5
CCCc1nnc(SCC(=O)Nc2ccc(OC)cc2)n1N
 : -2, -6, -8, -7, 0.2, 0.4, -3, -0.9, 2, 9
O=C(N/N=C/c1ccncc1)c1ccc2c(c1)OCO2
 : -13, -1, -3, 2, -0.4, 2.5, 0, 0.0, 1, -14
CC1CCc2nn(CC(=O)NCCN3CCCCC3C)cc2C1 (stereo not drawn)
 : 0, -2, -4, 4, -1.4, 0.2, -4, -0.1, 0, -1
O=C1C=C(c2cc(Cl)cc(Cl)c2)C[C@@H](c2ccc(F)cc2)C1
 : -2, -2, -14, -4, 2.8, 0.5, 7, -0.3, 1, 13

The listing continues:
compound	SUMO1 PPI mod	bovine MsrA act	Scp1 inh	eLon inh	LMPTP block	MsrA inh	STEP block	TbMetRS inhib	DNMT1 inh	NRP1-CendR mod
CCCOc1ccc(C(=O)C(CN2CCOCC2)c2ccccc2)cc1 (stereo not drawn)	-2	-2	0	4	-1.2	0.1	0	-1.9	4	11
Cc1ccc(S(=O)(=O)NC(CC(N)=O)C(=O)O)cc1 (stereo not drawn)	-1	-7	-4	-1	-1.5	-0.7	4	-1.1	4	-3
COC(=O)C1N[C@@H]([C@@H](NC(=O)COc2ccccc2)C(=O)NC2CC2)SC1(C)C (stereo partly drawn)	2	-3	1	-8	-0.4	0.3	-2	-0.3	5	31*
COCCCN=CC1=C(O)CC(C)(C)CC1=O	-3	-3	-4	-7	-1.2	-0.8	-3	-0.8	2	1
CS(=O)(=O)Nc1ccc(N2CCN(c3ccc(C(F)(F)F)cn3)CC2)nc1	2	0	-3	-1	0.4	0.7	0	-0.5	6	-14
CCOC(=O)c1c(NC(=O)CN2C(=O)CN(C)C2=O)sc(C)c1C	5	2	-5	-8	-0.8	1.2	0	-0.4	-5	8
Cc1nn(-c2ccc(Cl)cc2Cl)c(C)c1C(=O)O	3	-1	-3	3	-1.2	1.6	-2	-0.7	-1	16
CC(Cl)C(=O)N1c2ccccc2CCc2ccccc21 (stereo not drawn)	6	-3	-6	1	-0.2	0.5	2	-0.2	1	6
CCC(=O)Nc1sc(C(=O)Nc2ccccc2F)c(C)c1C(=O)OC	12	-2	-5	-4	0.9	-1.4	-3	-0.3	-7	5
CCOC(=O)c1c(CC(C)C)csc1NC(C)=O	-4	-4	-16	1	1.6	-0.1	4	-0.6	1	-6
O=C(COC(=O)Cn1cnc2ccccc2c1=O)NCc1ccccc1	1	-1	-1	2	-1.0	-0.4	-2	-0.5	0	-5
